Compound activity (PubChem BioAssay)
hERG WT inh: KCNH2 (human, wildtype) channel inhibition | Q12809 | U2OS, BacMam KCNH2, thallium flux FluxOr; hits give low values | activity change, % at 1.84 µM | actives 0.37% (n = 340,000) | AID 720551;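 active means maximum activity change below -70%; inconclusive means maximum activity change between -70% and -50%; inactive means maximum activity change above -50%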; further: on the % scale 0 is the no-effect control and ±100 the full control effect
Target sequence (Q12809 whole entry, looked up): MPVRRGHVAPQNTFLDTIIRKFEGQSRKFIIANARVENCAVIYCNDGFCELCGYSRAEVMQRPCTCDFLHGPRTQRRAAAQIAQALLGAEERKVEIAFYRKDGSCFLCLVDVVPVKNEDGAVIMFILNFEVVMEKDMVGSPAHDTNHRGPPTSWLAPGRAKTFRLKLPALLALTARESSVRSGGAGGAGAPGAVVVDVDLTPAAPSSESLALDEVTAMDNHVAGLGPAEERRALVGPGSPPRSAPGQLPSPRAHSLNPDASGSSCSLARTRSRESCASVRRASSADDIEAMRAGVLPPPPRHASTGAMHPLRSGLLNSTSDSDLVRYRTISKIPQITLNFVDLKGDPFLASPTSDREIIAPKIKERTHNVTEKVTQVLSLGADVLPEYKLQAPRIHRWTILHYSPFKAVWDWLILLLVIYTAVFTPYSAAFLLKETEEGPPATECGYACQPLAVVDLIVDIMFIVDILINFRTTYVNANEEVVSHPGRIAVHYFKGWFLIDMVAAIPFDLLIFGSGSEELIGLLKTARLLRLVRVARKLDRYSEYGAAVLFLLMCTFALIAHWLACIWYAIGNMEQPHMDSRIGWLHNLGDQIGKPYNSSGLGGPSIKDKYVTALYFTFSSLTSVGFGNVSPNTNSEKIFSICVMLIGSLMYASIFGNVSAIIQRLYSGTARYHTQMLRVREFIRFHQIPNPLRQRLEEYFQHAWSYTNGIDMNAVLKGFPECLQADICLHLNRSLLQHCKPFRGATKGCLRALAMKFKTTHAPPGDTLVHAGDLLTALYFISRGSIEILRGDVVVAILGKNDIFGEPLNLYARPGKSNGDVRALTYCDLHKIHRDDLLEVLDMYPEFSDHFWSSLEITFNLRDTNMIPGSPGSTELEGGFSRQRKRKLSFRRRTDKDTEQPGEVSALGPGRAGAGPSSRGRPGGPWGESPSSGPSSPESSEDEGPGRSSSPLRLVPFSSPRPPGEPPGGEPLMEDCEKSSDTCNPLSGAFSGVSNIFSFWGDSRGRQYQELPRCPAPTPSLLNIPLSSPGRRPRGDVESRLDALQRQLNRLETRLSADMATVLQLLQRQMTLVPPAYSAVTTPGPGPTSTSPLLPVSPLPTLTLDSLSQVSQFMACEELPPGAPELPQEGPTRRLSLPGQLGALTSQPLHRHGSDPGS
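U2OS cells were transduced with wild-type KCNH2 virus (2.03 x 10^8 / mL) for 4 h at room temperature, then cultured overnight at 37 C. Thallium flux was read with FluxOr dye. Rate constants were normalized to DMSO controls.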
Mito fusion yeast: mitochondrial division inhibition or fusion activation; S. cerevisiae fusion-defective mutant growth rescue, CellTiterGlo 48 h; Potency, µM (highest dose often 46.1 µM), for inactives: top-dose growth rescue (activation), most hits filed as activators; actives 0.23% (n = 320,000);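 further: potency means the concentration at half of the fitted maximal effect; % of control where 0% means no effect; nearly all actives have a fitted effect of over 45% in size; temperature-sensitive fusion mutants such as fzo1-1 at 37 °C on non-fermentable ethanol glycerol medium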
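Read-out: ATP-based luminescence (CellTiterGlo, 10 min ambient) reporting growth of fusion-defective ts yeast after 48 hours at 37C on glycerol/ethanol YPEG medium in the presence of compound.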
TRPV1 ag: activates the human vanilloid receptor TRPV1. AID 540275. activation, % at 8.33 µM. Q8NER1. actives 0.19% (n = 320,000). TRPV1-expressing cells, Fluo-8 calcium influx, agonist mode; in the data active means activation above about 80%; inconclusive means between about 30% and that limit; further: 0% is about no effect
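TRPV1-expressing cells were cultured overnight at 35.5C and loaded with Fluo-8 calcium dye for 40 to 90 min at room temperature. After a 10 s baseline, compound was added and calcium influx was read kinetically for 3 min (ex 480/em 520 nm).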
A-T KAP1 phos: potential ataxia-telangiectasia treatments restoring KAP-1 phosphorylation; […] A-T fibroblasts, KAP-1 phosphorylation AlphaLISA; neocarzinostatin DNA damage 30 min before lysis; Potency, µM (series often up to 57.5 µM), without a hit: at the highest dose activation, most hits filed as activators; actives 0.19% (n = 320,000); further: potency means the concentration at half of the fitted maximal effect; % of control where 0% means no effect; nearly all actives have a fitted effect of over 45% in size
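ATM-like activity read as KAP-1 phosphorylation via AlphaLISA donor/acceptor antibody pairs after lysis and 6 hr at 25C. Cells were ATM-null patient fibroblasts ([…], hTERT), dosed 60 min, then exposed to the DSB inducer NCS for 30 min.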
USP2a block: blocks human ubiquitin-specific protease USP2a; USP2 core, Ub-CHOP2 coupled fluorogenic reporter, 485/531; Potency, µM (doses to about 38.3 µM), for the others: at the top dose activity change, negative = inhibition, hits mostly inhibitors; actives 0.01% (n = 330,000); AID 463254;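 further: potency means the concentration at half of the fitted maximal effect; plate controls were DMSO wells for no effect and full inhibition by NEM control for full effect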
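USP2 core (10nM final) preincubated 30min RT with compound in 20mM Tris-HCl pH 8.0, 2mM CaCl2, 2mM beta-mercaptoethanol, 0.05% CHAPS; 25nM Ub-CHOP2 plus 25nM reporter substrate added, fluorescence (Ex485/Em531) read after 60min.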
TCR activator: activates T cell receptor signaling | primary human leukocytes, anti-CD3, IL-2 HTRF, 48 h | Potency, µM (highest dose often 9.22 µM), for inactives: at the highest dose activation of IL-2 secretion, usual class: activators | 330,000 tested, under 10 active | AID 504894; further: % of control where 0% means no effect
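1) Mix primary human leukocytes, a-CD3 beads and compound. 2) Incubate 48 hr. 3) Add HTRF IL-2 reagents (a-IL-2-K, a-IL-2-d2).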
KCNH2 3.1 inh: blocks the human KCNH2 3.1 channel isoform. actives 0.95% (n = 340,000). U2OS KCNH2 3.1, thallium flux FluxOr; hits give low values. activity change, % (tested at about 1.8 µM);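 active means maximum activity change below -70%; inconclusive means maximum activity change from -70% to -50%; inactive means maximum activity change above -50%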;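 further: thallium influx rate constant from kinetic fluorescence after stimulation buffer; on the % scale 0 is the no-effect control and ±100 the full control effect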
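Normalized rate constant (relative to positive and negative DMSO controls) derived from a 2 min kinetic fluorescence read after stimulation; U2OS cells expressing the 3.1 isoform via virus at 1.77 x 10^8 /mL.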
ELG1 repair inh: ELG1-dependent DNA repair inhibition | actives 2.3% (n = 330,000) | Potency, µM (series often up to 46.1 µM), for the others: top-dose activity change, negative = inhibition, usual class: inhibitors | HEK293T ELG1-luciferase reporter, luminescence, 16 h; DNA damage induced by 5-fluorouridine | AID 504467; further: potency means the concentration at half of the fitted maximal effect; on the % scale 0 is the no-effect control and ±100 the full control effect; nearly all actives have a fitted effect of over 55% in size
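Step one: seed 2,000 cells per well. Step two: pin-transfer compound or DMSO alongside 5-fluorouridine. Step three: incubate 16 hr, 37 °C, 5% CO2. Step four: add ONE-Glo, wait 30 min, read luminescence.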
Eya2 phos inh: blocks the phosphatase activity of human Eya2 | AID 488837 | O00167 | actives 0.006% (n = 330,000) | recombinant Eya2, OMFP fluorescence dephosphorylation (OMFP is methylfluorescein phosphate) | Potency, µM (top dose mostly 76.9 µM), for the others: top-dose activity, negative = inhibition, actives largely listed as inhibitors; further: potency means the concentration at half of the fitted maximal effect; on the % scale 0 is the no-effect control and ±100 the full control effect
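Eya2 (0.2 uM) preincubated 10 min at ambient with compound, then OMFP substrate added at 50 uM; 10 min reaction in 50 mM HEPES pH 7.5, 50 mM NaCl, 5 uM MgCl2, 0.05% BSA, 1 mM DTT. Fluorescence read at Ex 485/Em 525 nm.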
TSHR antag: blocks TSH signaling through the human TSH receptor. TSHR-expressing cells, TSH-stimulated cAMP HTRF, 2 h; hits give low values. activity change, negative = inhibition, % at 11.5 µM. actives 0.2% (n = 330,000). AID 504810;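 active means activity change below a set negative limit, meaning inhibition stronger than a set level, cut at about -70% in these data; inconclusive means activity change between two set negative limits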; further: on the % scale 0 is the no-effect control and ±100 the full control effect
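TSHR-expressing cells, 200/well, pre-treated with compound, then stimulated with EC80 TSH (4nM final) for 2 hours at 37 deg C. cAMP measured by competitive HTRF: anti-cAMP cryptate antibody in lysis buffer plus cAMP-d2, read after 30 minutes at room temperature.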
* marks the source's active call; other numbers are inactive results; ? = inconclusive; nt = no result given; [ ] = another dose, or the depositor's remark. Unless noted, the call rests on the fitted dose curve; in most records, active means well fitted curve in the direction sought with a large enough effect; inconclusive means small, poorly fitted or top-dose-only effect, or another doubt; inactive means no such curve, though single readings can be large; an effect the other way counts as inactive or inconclusive. The list is partial, so the mix of outcomes need not match the whole.

SMILES	hERG WT inh	Mito fusion yeast	TRPV1 ag	A-T KAP1 phos	USP2a block	TCR activator	KCNH2 3.1 inh	ELG1 repair inh	Eya2 phos inh	TSHR antag
CC1=CC2=NC(=O)/C(=C/c3coc4ccccc4c3=O)C(=N)N2O1	-2	7%	23	-7%	?	3%	-6	8%	15%	2
COCCNC(=O)c1ccc2nc(Cc3ccc(OC)c(OC)c3)oc2c1	10	-1%	3	-8%	-2%	3%	-4	?	0%	-5
N#Cc1ccc(NC(=O)c2cc(S(=O)(=O)N3CCOCC3)ccc2N2CCCC2)cc1	31	-3%	?	7%	0%	-2%	-8	-2%	-38%	9
Cc1cc(-c2cccc([N+](=O)[O-])c2)nc2ccc3ccccc3c12	2	0%	0	12%	1%	nt	0	16%	-4%	17
CCOC(=O)C1CCN(S(=O)(=O)c2ccc(Br)c(OCC)c2)CC1	3	-1%	2	6%	2%	8%	-41	?	1%	3
Cn1nc(C(=O)Nc2nc3ccc(S(C)(=O)=O)cc3s2)ccc1=O	-2	-1%	-2	-3%	0%	3%	-7	?	0%	-2
CCSc1ccccc1C(=O)NCCc1ccccc1	-21	0%	4	2%	2%	-2%	3	-3%	-10%	-9
CCCCC(=O)Nc1ncc([N+](=O)[O-])s1	0	3%	-1	0%	12%	-2%	-4	-7%	5%	-4
Cc1nn(Cc2cccc3ccccc23)c(C)c1NC(=O)c1cccnc1	-6	-2%	0	1%	-1%	6%	-9	-4%	-12%	-1
CCOc1ccc(/C=N/N2C(C)CCCC2C)cc1 (stereo not drawn)	-5	-5%	-2	40%	7%	5%	15	?	-5%	0
Cc1ccc(NC(=O)N2CCN(S(=O)(=O)c3ccccc3)CC2)cc1	-5	-1%	?	-3%	1%	-3%	7	-13%	9%	0
O=C(Nc1ccccc1C(=O)O)C1=NN=CC1	2	5%	1	-2%	0%	6%	0	-4%	?	-3
COc1ccc(/C(O)=C2\C(=O)C(=O)N(c3cc(C)on3)C2c2ccccc2OC)cc1C (stereo not drawn)	15	0%	-5	4%	0%	-1%	0	-10%	16%	5
Cc1ccc(C2NC(=O)NC(O)(C(F)(F)F)C2C(=O)c2cccs2)o1 (stereo not drawn)	0	4%	-1	-5%	-3%	6%[46.1 µM]	-1	7%	12%	-10
Nc1ccccc1NC1CCCCC1	-10	7%	14	-4%	2%	3%	1	1%	-24%	-9
CCCN(Cc1nnc(-c2ccccc2Cl)o1)C(=O)c1cc([N+](=O)[O-])cc([N+](=O)[O-])c1	18	6%	0	4%	4%	nt	33	17%	8%	0
CC(C)N1C(=O)C2C(C(=O)NC3CCCCC3)C3C=CC2(O3)C1C(=O)NC1CCCC1 (stereo not drawn)	4	-1%	0	4%	0%	-4%	-8	19%	-3%	-2
O=C(Nc1nc(-c2ccc(Cl)cc2)cs1)c1cccnc1	-3	0%	3	2%	0%	5%	-1	-4%	10%	-7
Cc1nc(NCc2ccccc2)[nH]c(=O)c1CCC(C)C	6	16%	0	-7%	1%	nt	-14	-9%	-3%	-13
Cc1cc(C)nc(Nc2ccc(F)cc2)n1	-1	-4%	-5	9%	0%	7%	17	12%	18%	30
Cc1ccc(N2C(=O)CC2(C#N)c2ccc(OCc3ccccc3)cc2)cc1 (stereo not drawn)	2	21%	1	-1%	2%	-2%	2	8%	-20%	-24
COc1ccc2c(c1OC)C(=O)N1C2SC[C@H]1C(=O)NCCC(C)C (stereo partly drawn)	nt	-9%	8	22%	2%	1%	2	6%	-11%	-6
Cc1cc(NC(=O)c2c(F)cccc2Cl)n(-c2nc3ccccc3[nH]2)n1	-9	13%	?	2%	0%	4%	-8	21µM*	-36%	19
CC(C)NC(=O)N(C)C[C@@H]1Oc2c(NC(=O)Nc3ccccc3)cccc2C(=O)N([C@H](C)CO)C[C@H]1C	2	nt	nt	4%	4%	-1%	nt	-8%	-4%	-10
CCn1nc(C)c(CN2CCCC(CO)(Cc3cccc(Cl)c3)C2)c1C (stereo not drawn)	36	0%	0	-1%	0%	1%	2	?	-10%	-7
CCOC(=O)c1sc(NC(=O)OC)c(C(=O)OC)c1C	-12	-10%	5	1%	-1%	-3%	3	-2%	-2%	7
CCc1ccc(NC(=O)[C@H](C)NC(=O)C2CCN(C(=O)[C@@H](N)Cc3ccccc3)CC2)cc1	-2	2%	0	-1%	0%	-3%	5	?	0%	-4
O=C(CCc1nnc(CCCCc2ccccc2)o1)N(CCO)Cc1ccccc1	3	-1%	0	1%	1%	-1%	12	6%	4%	2
COCCNC(=S)NCCc1ccc(Cl)cc1Cl	-6	-6%	?	-2%	3%	4%	-3	-7%	0%	-10
N#CC(C#N)=C1NC(N)=C(C#N)C(c2ccccc2)=C1C#N	nt	1%	-1	-2%	3%	nt	nt	6%	-12%	-4
Cc1ccc(S(=O)(=O)N2CCOCC2)cc1C(=O)OCC(=O)c1c(N)n(C)c(=O)n(C)c1=O	-12	nt	nt	19%	6%	-1%	-14	?	5%	nt
O=c1c([N+](=O)[O-])cccn1Cc1ccc(F)cc1Cl	-18	19%	4	9%	3%	-1%	-2	?	-4%	-23
CC(=O)c1cccc(NC(=O)/C(=C/c2ccncc2)NC(=O)c2ccccc2)c1	6	6%	-1	0%	2%	-4%	-10	3%	-4%	1
CCOC(=O)c1sc2nc(N3CCOCC3)c3c(c2c1N)CCN(Cc1ccccc1)C3	3	1%	-4	2%	3%	3%	-14	?	-4%	-10
CC[C@H](C)NC(=O)CCCCCn1c(=S)[nH]c2c([nH]c3ccc(OC)cc32)c1=O	2	1%	4	3%	2%	10%	-6	8%	-3%	-16
CCC1CCCCN1Cc1c(O)ccc2c(=O)c(-c3ccccc3)coc12 (stereo not drawn)	15	3%	-1	-29%	1%	nt	6	?	-6%	-1
CCNC(=O)CSc1nc2ccccc2c(=O)n1OC	1	3%	7	7%	1%	-4%	3	?	9%	9
Cc1ccc(/C=N/N2CCN(Cc3ccccc3)CC2)o1	-6	-1%	-3	2%	-1%	0%	0	?	-3%	-6
C1=C(c2ccccc2)N2CCN=C2S1	-20	-1%	-3	-6%	3%	0%	8	5%	10%	-3
C/C(=N\Nc1ccc([N+](=O)[O-])cc1)c1ccc(-n2nncc2C)cc1	8	20%	-3	6%	-1%	0%[46.1 µM]	-4	7.3µM*	0%	-10
COC(=O)c1c(NC(=O)c2cnccn2)sc2c1CCC2	-1	3%	9	-2%	-1%	2%	7	9%	-2%	5
CSC1=NC(C(Cl)(Cl)Cl)N=C(c2ccccc2)N1 (stereo not drawn)	-5	3%	5	-3%	0%	5%	11	?	-15%	0
C/C(=N\NC(=O)Cc1c(C)[nH][nH]c1=O)c1ccc(Cl)c(Cl)c1	0	3%	3	-9%	2%	-6%	-1	-9%	5%	-1
NC(=O)c1ccccc1OCC(=O)Nc1ccc2c(c1)OCCO2	4	-1%	2	-3%	0%	3%	-1	?	10%	nt
Cc1nc(SCC(=O)c2cccc([N+](=O)[O-])c2)n[nH]1	4	-1%	2	0%	-1%	0%	6	-2%	9%	20
Cc1sc2nc(C3CC3)nc(SCC(=O)N3c4ccccc4CC3C)c2c1C (stereo not drawn)	-39	-7%	11	14%	4%	0%	-7	?	15%	-7
CSc1cccc(CNC(=O)C2CCC(=O)N(CC3CCCCC3)C2)c1 (stereo not drawn)	-2	0%	16	-2%	-1%	2%	1	-23%	-6%	2
Cc1ccc(N(C)S(=O)(=O)c2csc(C(N)=O)c2)cc1C	-3	4%	4	-9%	0%	-4%	15	-18%	-21%	-5
CCOC(=O)c1sc2nccc(N(C)C)c2c1N=CNOCc1ccccc1	12	23%	?	nt	-2%	6%	-12	?	-10%	-19
COc1ccc(CNc2nc(S(=O)(=O)c3ccccc3)c(Cl)s2)cc1OC	6	-19%	13	-11%	0%	4%[46.1 µM]	-4	?	-12%	-48
O=C(NCCc1nnc2ccccn12)c1cccs1	nt	-6%	-2	-2%	2%	2%	-6	?	-6%	10
Cc1nc(SCC(=O)NNC(=O)c2cccs2)[nH]c(=O)c1C	6	3%	9	-7%	-2%	-7%	6	?	-9%	11
O=C(Nc1cccc(C(=O)O)c1)/C(=C\c1ccco1)NC(=O)c1ccccc1Cl	-3	-3%	1	2%	-5%	5%	-9	19%	17%	9
O=C(NCc1ccccc1)C(c1ccco1)N(C(=O)c1ccccn1)c1ccc(F)cc1 (stereo not drawn)	14	-3%	0	-2%	0%	0%	-8	-28%	0%	59
